Screening results (PubChem)
STK33 inh: human STK33 kinase inhibition; inhibition, % at 10 µM; Q9BYT3; purified STK33, MBP phosphorylation, ADP-Glo luminescence; 0.073% of 320,000 active; AID 2661;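 active = inhibition at or above 25%, using the most active replicate where run in duplicate; inactive = inhibition below 25%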
Target sequence (Q9BYT3 whole entry, looked up): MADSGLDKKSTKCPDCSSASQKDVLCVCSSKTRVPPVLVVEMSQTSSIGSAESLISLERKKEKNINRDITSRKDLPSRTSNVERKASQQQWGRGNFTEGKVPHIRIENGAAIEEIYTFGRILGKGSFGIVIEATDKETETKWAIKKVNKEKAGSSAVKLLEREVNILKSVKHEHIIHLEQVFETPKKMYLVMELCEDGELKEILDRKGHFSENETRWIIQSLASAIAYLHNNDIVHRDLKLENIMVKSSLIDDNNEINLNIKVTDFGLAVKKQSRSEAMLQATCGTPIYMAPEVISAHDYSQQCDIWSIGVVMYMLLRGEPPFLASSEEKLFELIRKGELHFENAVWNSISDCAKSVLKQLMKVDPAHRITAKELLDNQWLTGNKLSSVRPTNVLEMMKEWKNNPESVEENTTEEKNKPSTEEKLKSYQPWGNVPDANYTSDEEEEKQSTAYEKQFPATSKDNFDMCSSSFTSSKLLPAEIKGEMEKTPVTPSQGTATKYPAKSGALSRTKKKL
OX1R antag-1: antagonists of human orexin 1 receptor; O43613; CHO/OX1R cells, Fluo-8 calcium fluorescence, orexin A; inhibition, % at 5 µM; 0.43% of 330,000 active; AID 434989;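 active = inhibition above its plate's threshold, mean inhibition of all tested compounds on the plate plus 3 SD, cut at about 37% in these data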;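 also: 0% = orexin A challenge wells and 100% = SB-334867-A antagonist wells; not every result past the cut was called active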
Target sequence (O43613 whole entry, looked up): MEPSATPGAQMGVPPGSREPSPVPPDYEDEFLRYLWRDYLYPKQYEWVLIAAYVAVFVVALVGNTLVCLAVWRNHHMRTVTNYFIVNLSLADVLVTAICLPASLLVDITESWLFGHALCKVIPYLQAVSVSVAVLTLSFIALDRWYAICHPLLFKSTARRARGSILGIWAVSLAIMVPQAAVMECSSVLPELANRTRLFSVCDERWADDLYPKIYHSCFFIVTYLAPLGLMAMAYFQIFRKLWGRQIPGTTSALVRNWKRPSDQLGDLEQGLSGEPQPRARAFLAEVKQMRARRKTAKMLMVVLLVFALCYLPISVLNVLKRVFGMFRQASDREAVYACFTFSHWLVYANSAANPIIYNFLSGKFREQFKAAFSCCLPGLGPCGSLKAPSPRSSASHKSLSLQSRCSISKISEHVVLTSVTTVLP
OX1R antag-2: blocks the human orexin 1 receptor. inhibition, % at 6.6 µM. 1.8% of 330,000 active. OX1R-expressing cells, FRET antagonist read-out. AID 485270; in the data active = inhibition mostly above about 38%, no sharp cut-off; inactive = mostly below about 40%;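 also: 0% = agonist challenge alone and 100% = reference antagonist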
* marks the source's active call; other numbers are inactive results. This is a random part of the collection; about 2.2% have a hit in one of these screens.

STK33 inh | OX1R antag-1 | OX1R antag-2 | SMILES
0.4 | -3 | 21 | CC(=O)c1sc(Nc2cccc(C)c2)nc1C
-0.8 | -4 | 4 | COc1cccc(-n2c(SCC(=O)O)nnc2-c2cccnc2)c1
-1.3 | -28 | 26 | Cc1cc(Cl)cc(Cl)c1OCCOc1cccc2cccnc12
0.2 | 6 | 15 | O=C(CSc1nnc(Nc2ccccc2F)s1)c1cc2ccccc2o1
-0.7 | -15 | 22 | CCNc1nc(NC(C)CC)nc(Oc2ccc(OCC)nn2)n1 (stereo not drawn)
0.5 | -33 | 10 | Cc1csc(SCC(=O)Nc2sc3c(c2C#N)CCC3)n1
0.8 | 6 | 2 | Cc1cc(NS(=O)(=O)c2ccc(NC(=O)c3ccc(F)cc3)cc2)nc(C)n1
0.2 | -17 | 103* | CCCc1nnc(N2C(=O)c3cccc4cccc(c34)C2=O)s1
-0.2 | -33 | 10 | CCCc1ccc(OCC(O)CN2CCN(c3ccccc3)CC2)cc1 (stereo not drawn)
-0.7 | -20 | 10 | CCn1c(=NC(=O)C2COc3ccccc3O2)sc2c(OC)ccc(OC)c21 (stereo not drawn)
-2.8 | -26 | 14 | COC(=O)[C@@H]1C[C@@H]2CC[C@@H](O)C[C@@H]2N1Cc1ccc(OC)cc1
-1.6 | -26 | 2 | C=CCn1c(SCC(=O)C(C)(C)C)nnc1-c1cccs1
-1.0 | 0 | 16 | CC1(C)CC(=O)N(c2ccccc2)C1(C)O (stereo not drawn)
-0.9 | -8 | 1 | COc1ccc(C2OC(=O)C(C)(C)C(=O)C2(C)C)cc1OC (stereo not drawn)
-1.7 | -11 | 20 | COc1ccc(CCNC(=O)COC(=O)c2cnccn2)cc1
1.3 | -6 | 3 | COc1ccc(-n2c(=S)[nH]c3cc(C(=O)Nc4ccccc4OC)ccc3c2=O)cc1
-0.3 | 5 | 17 | Cc1cc2nc(NCCCO)n(CC(=O)c3cc(C(C)(C)C)c(O)c(C(C)(C)C)c3)c2cc1C
-0.6 | -18 | -7 | O=C(CN(Cc1ccc(Br)cc1)S(=O)(=O)c1ccccc1)NCc1ccncc1
1.1 | -25 | 28 | CCOc1cc(S(=O)(=O)NCc2ccccc2)ccc1F
-0.8 | -16 | 6 | CC(Sc1nnc(Cc2cccs2)n1C1CCCCC1)C(N)=O (stereo not drawn)

Another view of some results above:
SMILES,STK33 inh,OX1R antag-1,OX1R antag-2
Cc1csc(SCC(=O)Nc2sc3c(c2C#N)CCC3)n1,0.5,-33,10
Cc1cc(NS(=O)(=O)c2ccc(NC(=O)c3ccc(F)cc3)cc2)nc(C)n1,0.8,6,2
CCCc1nnc(N2C(=O)c3cccc4cccc(c34)C2=O)s1,0.2,-17,103*
CCCc1ccc(OCC(O)CN2CCN(c3ccccc3)CC2)cc1 (stereo not drawn),-0.2,-33,10

(cont.)
STK33 inh | OX1R antag-1 | OX1R antag-2 | SMILES
-1.3 | -12 | 29 | Cc1cc(-n2nc3ccccc3n2)c(O)c([N+](=O)[O-])c1
-0.8 | -11 | 19 | O=C(/C=C/c1ccc(F)cc1)Nc1nc2ccccc2[nH]1
-0.6 | -18 | 13 | COc1ccc(CN(C)C(=O)c2ccc3c(=O)n4c(nc3c2)CCC4)c(OC)c1
-2.6 | -17 | 10 | CCCCn1c(-c2c(Cl)c(C)nn2C)n[nH]c1=S
-0.7 | -17 | 13 | O=C(COC(=O)Cc1ccc(F)cc1)NCc1ccco1
-0.1 | -10 | 3 | CC(C(=O)NC1C(=O)N2C(C(=O)O)=C(CSc3nnnn3C)CSC12)n1cc(Br)cn1 (stereo not drawn)
0.8 | -18 | 4 | O=C(CC1C(=O)Nc2ccccc2N1CC(=O)N1CCCC1)Nc1ccc(Br)cc1 (stereo not drawn)
0.5 | -1 | 8 | O=C(CCc1ccc(S(=O)(=O)N2CCOCC2)cc1)N/N=C/c1ccc(O)c(O)c1O
0.5 | -16 | 4 | COc1ccc2[nH]c(=O)c(CN(CCCN(C)C)C(=O)Nc3ccccc3)cc2c1
-0.9 | -8 | 15 | Cc1cccn2cc(CCNS(=O)(=O)c3cccs3)nc12
-1.5 | -1 | 14 | O=C(CCSc1ccc(F)cc1)NNC(=O)c1ccccc1Cl
0.9 | 0 | 15 | O=C(COC(=O)c1ccccc1-n1cnnn1)c1ccccc1
0.9 | 0 | 14 | COC(=O)/C=C1\N/C(=N/c2nc(C)c3cc(OC)ccc3n2)NC1=O
-0.6 | -14 | 12 | Cc1c(-c2ccccc2)n[nH]c1C(=O)NN
-1.5 | -1 | -5 | COc1ccc(NCc2nnc(SCC(=O)Nc3cc(C(F)(F)F)ccc3Cl)o2)cc1
-1.0 | -10 | 13 | COc1ccccc1C(=O)N1CCN(C(=O)c2oc3ccc(C)cc3c2C)CC1
-0.8 | -4 | 23 | O=C(NCc1ccccc1Cl)c1ccc(CSc2nc3ccncc3[nH]2)cc1
-0.9 | -2 | 0 | CCN(CC)C(=O)c1ccc2c(=O)n(CCOC)c(=S)[nH]c2c1
1.3 | -33 | 7 | CCOC(=O)N1CCN(C(=O)c2ccc(CS(=O)Cc3ccccc3Cl)o2)CC1 (stereo not drawn)
-1.6 | -32 | 13 | COc1ccccc1Nc1ccc(S(=O)(=O)N2CCCCC2)cc1[N+](=O)[O-]

Some values from the list.
COc1ccc(CCNC(=O)COC(=O)c2cnccn2)cc1 in OX1R antag-2 reads 20
O=C(COC(=O)c1ccccc1-n1cnnn1)c1ccccc1 in STK33 inh reads 0.9
CCCc1ccc(OCC(O)CN2CCN(c3ccccc3)CC2)cc1 (stereo not drawn) in STK33 inh reads -0.2
COC(=O)[C@@H]1C[C@@H]2CC[C@@H](O)C[C@@H]2N1Cc1ccc(OC)cc1 in OX1R antag-2 reads 14

Following part:
STK33 inh | OX1R antag-1 | OX1R antag-2 | SMILES
-0.4 | -2 | -2 | COc1ccc([C@H]2CC(=O)C=C(c3cccc(Cl)c3O)C2)cc1OC
0.3 | -4 | 42 | Cc1ccccc1NC(=O)CN1C(=O)S/C(=C/c2cccnc2)C1=O
-0.2 | -1 | 15 | COc1cc(S(=O)(=O)n2ccc(C)n2)c(OC)cc1Cl
-1.1 | -17 | 10 | CCCCn1c(SCC(=O)Nc2ccc3c(c2)CCC3)nc2ccccc2c1=O
-1.6 | -12 | 13 | CCC(C)NC(=O)Nc1ccccc1F (stereo not drawn)
-0.2 | -9 | 10 | CN(c1ccc(C(=O)NCc2ccco2)cc1)S(C)(=O)=O
1.3 | -15 | 4 | COc1cccc(-c2nnc(SCc3cccnc3)o2)c1
-1.7 | -24 | 9 | COc1ccc([C@@H]2C(C#N)=C(N)S[C@@H](c3ccccc3)[C@@H]2[N+](=O)[O-])cc1
0.2 | -35 | 9 | COc1cccc(C(=O)NC2CC3CCCC(C2)N3CC(=O)Nc2ccc(N(C)C)cc2)c1 (stereo not drawn)
0.0 | -33 | 37 | CCCCCn1cnc2sc(-c3ccccc3)cc2c1=O
0.1 | -10 | 8 | Cc1cc2c(c(=O)n1Cc1ccccn1)C(c1ccc3c(c1)OCO3)C(C#N)=C(N)O2 (stereo not drawn)
0.9 | -25 | 104* | COc1cccc(C(=O)Nc2cccc(-c3nnc(-c4ccco4)o3)c2)c1
-1.5 | -24 | -3 | COc1cc(C(=O)NCC(=O)Nc2c(C)cccc2C)ccc1OCc1ccccc1
-0.2 | -27 | 8 | Nc1cc(=O)[nH]c(SCC(=O)Nc2ccccc2Sc2ccc(Cl)cc2)n1
0.2 | -26 | 18 | Cc1ccc(C(=O)N2CCN(Cc3nc4sc5c(c4c(=O)[nH]3)CCCC5)CC2)cc1
0.3 | -32 | 14 | COc1ccc(C2(c3ccc(OC)cc3)NC(=O)N(CC(=O)N(C)c3ccccc3)C2=O)cc1
0.4 | 3 | 16 | OC(CNc1ncnc2sccc12)c1ccccc1 (stereo not drawn)
-1.4 | -26 | 8 | CCCOc1ccc(CNC(=S)N/N=C/c2ccc([N+](=O)[O-])cc2)cc1
-3.2 | -11 | 13 | CC/C(=N\NC(=O)CSCc1ccccc1Cl)c1ccc2c(c1)OCCO2
-0.4 | -5 | 9 | CCN(CC)S(=O)(=O)c1cc(C(=O)Nc2ccccc2C(=O)O)ccc1OC

Among those listed so far, 3 have bromine:
STK33 inh | OX1R antag-1 | OX1R antag-2 | SMILES
-0.6 | -18 | -7 | O=C(CN(Cc1ccc(Br)cc1)S(=O)(=O)c1ccccc1)NCc1ccncc1
-0.1 | -10 | 3 | CC(C(=O)NC1C(=O)N2C(C(=O)O)=C(CSc3nnnn3C)CSC12)n1cc(Br)cn1 (stereo not drawn)
0.8 | -18 | 4 | O=C(CC1C(=O)Nc2ccccc2N1CC(=O)N1CCCC1)Nc1ccc(Br)cc1 (stereo not drawn)

Additional compounds
STK33 inh | OX1R antag-1 | OX1R antag-2 | SMILES
-1.3 | -9 | 8 | CC1CCN(C(=O)CNC(=O)Cn2ccc3ccccc3c2=O)CC1
-2.1 | -17 | 6 | CCn1c(N2CCN(Cc3ccc([N+](=O)[O-])cc3)CC2)nc2ccccc21
0.7 | -11 | 12 | COc1ccc(NC(=O)CCOc2ccc(C)cc2)cc1S(=O)(=O)N1CCOCC1
1.8 | 1 | 18 | COc1cc(/C=C2\SC(N)=NC2=O)cc(Cl)c1O
-1.9 | -6 | 19 | O=C(NCC1CCCO1)C(=O)N/N=C/c1cccc(Cl)c1 (stereo not drawn)
-0.5 | -8 | 2 | COC(=O)CNC(=O)COC(=O)c1cc(Cl)cc(Cl)c1N
-2.8 | -41 | 11 | COc1ccc(/C=N/NC(=O)c2cccc3ccccc23)c(OC)c1OC
0.3 | -32 | 18 | COc1cccc(N2CCN(C(=O)CCCCCNc3nc(=S)[nH]c4ccccc34)CC2)c1
-0.1 | -32 | 14 | O=C(c1ccc2c(c1)OCO2)N(Cc1cccs1)C1(C(=O)NC2CCCCC2)CCCCC1
0.4 | -16 | 9 | N#C/C(=C/c1ccc([N+](=O)[O-])cc1)C(N)=O
-2.0 | -3 | 13 | COC(=O)CC(NS(=O)(=O)c1cccs1)c1ccccc1Cl (stereo not drawn)
-2.2 | -28 | 10 | CCCOc1ccc(C(C)=O)cc1CSc1nc(O)cc(=O)[nH]1
-0.3 | -8 | 14 | Cc1nc([N+](=O)[O-])cn1Cc1cccc2ccccc12
-0.2 | -3 | 6 | COC1(OC)N=C(NC(=O)Nc2ccccc2)C2(C#N)C(c3ccccc3)C12C#N (stereo not drawn)
-1.2 | -13 | 9 | COc1ccc(C(CNC(=O)CNC(=O)c2cccc(Cl)c2)N2CCCC2)cc1 (stereo not drawn)
0.7 | -32 | 32 | CCOC(=O)CCSc1nc(C)cc(C(F)(F)F)c1C#N
-0.6 | -6 | 10 | O=C(COc1cccc2cccnc12)Nc1ccccc1N1CCOCC1
-1.1 | -7 | 36 | CC(/C=C/c1ccc2c(c1)OCO2)=N/NC(=O)c1ccc(C)nc1
-3.2 | -11 | 10 | Cc1ccc(C(=O)NCCN(C)C)c(C)c1
0.0 | -16 | 14 | C=CCn1c(C)c(C(C)=O)c(N2CCCC2)nc1=S

Given with values under each structure: part of the list above.
Under each structure: STK33 inh	OX1R antag-1	OX1R antag-2
COc1ccc(NC(=O)CCOc2ccc(C)cc2)cc1S(=O)(=O)N1CCOCC1
    0.7	-11	12
COc1cc(/C=C2\SC(N)=NC2=O)cc(Cl)c1O
    1.8	1	18
O=C(NCC1CCCO1)C(=O)N/N=C/c1cccc(Cl)c1 (stereo not drawn)
    -1.9	-6	19
COC(=O)CNC(=O)COC(=O)c1cc(Cl)cc(Cl)c1N
    -0.5	-8	2
COc1ccc(/C=N/NC(=O)c2cccc3ccccc23)c(OC)c1OC
    -2.8	-41	11

(cont.)
STK33 inh | OX1R antag-1 | OX1R antag-2 | SMILES
0.0 | -18 | 11 | Cc1ccc(NC(=O)CN2C(=O)NC(C)(c3ccccc3)C2=O)c(C)c1 (stereo not drawn)
-2.2 | -16 | -3 | COC(=O)c1cc(NC2c3ccccc3C(=O)N2c2ccc(Cl)cn2)cc(C(=O)OC)c1 (stereo not drawn)
0.1 | -16 | 29 | CCC(C)(C)NC(=O)c1ccc(Sc2nncn2C)c([N+](=O)[O-])c1
-0.1 | -20 | 13 | CSc1nc(=S)cc(C)[nH]1
0.5 | 12 | 53* | N#Cc1ccsc1NC(=O)C1CCCN1S(=O)(=O)c1cccs1 (stereo not drawn)
-0.2 | -15 | 16 | COc1ccc(CNC(=O)NS(=O)(=O)c2ccc(C)cc2)cc1
0.6 | -20 | 15 | Cc1cccc2c1NC(=O)C21N2CCCC2C(C(=O)c2ccc3ccccc3c2)C12C(=O)Nc1ccccc12 (stereo not drawn)
0.9 | -4 | 19 | O=C(NCc1cccnc1)/C(=C/c1ccc([N+](=O)[O-])cc1)NC(=O)c1ccccc1
-1.1 | -12 | 13 | O=C(COC(=O)c1cc(Br)ccc1O)NCC1CCCO1 (stereo not drawn)
-1.1 | -3 | 26 | Cc1cccc(NC(=O)COC(=O)c2cc3ccccc3oc2=O)c1
0.9 | -20 | 6 | CN1CC(=O)N/C1=N\C(=O)Nc1ccc2c(c1)N(C)C(=O)CS2
-0.7 | -23 | 21 | Cc1ccc(C(C)C)cc1S(=O)(=O)NCc1ccccn1
-3.0 | -31 | 4 | CCN(C(=O)c1cc2c(=O)[nH]c3ccc(C)cc3c2s1)c1ccccc1C
-2.3 | -22 | 16 | Cc1cc(C)c(C#N)c(SCc2nc3ccccc3c(=O)[nH]2)n1
-2.5 | -24 | 26 | CCCC1=NN2C(=N)/C(=C\c3cc(C)n(-c4cc(C)cc(C)c4)c3C)C(=O)N=C2S1
0.0 | -29 | 5 | CC1=CC(=C(C#N)c2nc3ccccc3s2)C=C(C)N1Cc1ccco1
-0.6 | -17 | 6 | c1ccc(CN(Cc2ccco2)C(c2ccncc2)c2nnnn2C2CCCC2)cc1 (stereo not drawn)
